From PubChem
UHRF1 MBD2 ctr: blocks human UHRF1 binding to methylated DNA; Q96T88; UHRF1 binding to methylated oligo, TR-FRET; inhibition, % at 4.4 µM; hit rate 0.75% among 370,000; AID 687016; in the data active = inhibition above about 21%;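 also: UHRF1 SRA domain binding a hemimethylated CpG hairpin DNA probe; 0% = median of test compound wells and 100% = reference inhibitor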
ABHD4 inh: inhibits mouse alpha/beta hydrolase domain 4. inhibition, % at 8.92 µM. hit rate 0.54% among 370,000. AID 720543. Q8VD66. purified mABHD4, FP-Rh probe fluorescence polarization;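 active = inhibition exceeding the mean over every tested compound plus 3 SD, cut at about 30% in these data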;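 also: 0% = plate median of compound wells and 100% = S159A mutant with DMSO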
Target sequence (Q8VD66 whole entry, looked up, the tested form may be a part): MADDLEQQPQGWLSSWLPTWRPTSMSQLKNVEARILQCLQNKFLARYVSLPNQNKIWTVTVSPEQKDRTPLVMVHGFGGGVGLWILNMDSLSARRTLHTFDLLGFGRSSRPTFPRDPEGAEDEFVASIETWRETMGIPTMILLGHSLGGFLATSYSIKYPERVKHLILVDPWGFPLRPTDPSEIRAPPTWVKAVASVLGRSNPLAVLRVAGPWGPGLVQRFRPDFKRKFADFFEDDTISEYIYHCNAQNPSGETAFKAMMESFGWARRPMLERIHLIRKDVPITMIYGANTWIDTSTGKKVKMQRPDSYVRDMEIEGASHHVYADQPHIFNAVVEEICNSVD
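Test system: mABHD4 protein; Read-out basis: % inhibition; Incubation: 45 min + 60 min at 25 °C; Repeats: single replicate; Technique: fluorescence polarization with parallel and perpendicular emission, 525/598 nm; Compound: 8.92 µM, single dose; Benchmarks: full inhibition S159A mutant plus DMSO, zero as sample-well median.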
MBD2 inh: blocks human MBD2 binding to methylated DNA. TR-FRET, MBD2 binding to methylated oligonucleotide. inhibition, % at 4.4 µM. hit rate 0.31% among 370,000. Q9UBB5; in the data active = inhibition above about 13%
TCR CD3 inh: human TCR-CD3 binding inhibition | hit rate 0.37% among 360,000 | TAMRA-labeled TCR probe fluorescence, biochemical | inhibition, % at 9.4 µM | AID 651800; in the data active = inhibition above about 19%;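 also: recombinant mutant TCR 2C K166C tagged with TAMRA read by polarization; 0% = receptor in buffer alone and 100% = receptor with positive control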
NR1D1 modulator: modulates human Rev-erb alpha binding to DNA. Rev-erbα–FITC-DNA binding, fluorescence polarization, 90 min. P20393. activity, % at 10 µM. hit rate 0.79% among 370,000;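 active = activity above about 14%, limit read from the data; passing the limit was not always enough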;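 also: 0% = DMSO wells with 35 nM protein and 100% = DMSO wells with 750 nM protein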
HTRA1 inhibitor: inhibitors of human serine peptidase HTRA1; Q92743; recombinant HTRA1, FP-rhodamine activity-based probe, fluorescence polarization; inhibition, % at 5.96 µM; hit rate 0.5% among 340,000; AID 504803; in the data active = inhibition above about 36%;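 also: 0% = enzyme with DMSO and 100% = wells lacking enzyme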
Target sequence (Q92743 whole entry, looked up): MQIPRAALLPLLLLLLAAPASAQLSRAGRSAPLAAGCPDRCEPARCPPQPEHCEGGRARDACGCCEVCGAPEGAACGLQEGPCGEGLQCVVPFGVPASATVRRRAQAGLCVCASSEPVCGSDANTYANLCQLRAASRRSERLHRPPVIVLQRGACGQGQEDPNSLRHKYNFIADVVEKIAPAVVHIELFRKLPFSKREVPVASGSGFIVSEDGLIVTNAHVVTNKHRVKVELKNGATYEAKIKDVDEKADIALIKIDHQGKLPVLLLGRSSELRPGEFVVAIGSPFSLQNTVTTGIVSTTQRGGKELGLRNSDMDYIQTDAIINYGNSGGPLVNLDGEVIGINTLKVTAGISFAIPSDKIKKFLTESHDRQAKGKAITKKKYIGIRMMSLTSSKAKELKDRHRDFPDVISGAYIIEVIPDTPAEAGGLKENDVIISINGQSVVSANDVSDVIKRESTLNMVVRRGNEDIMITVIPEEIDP
PG9 binder: PG9 antibody binding by small molecule | TR-FRET gp120-PG9 antibody binding | inhibition, % at 6.7 µM | hit rate 0.43% among 360,000; in the data active = inhibition above about 8.5%
rCAG RNA binder: molecules binding r(CAG) RNA repeats | r(CAG) RNA repeat, TO-PRO-1 dye displacement fluorescence | inhibition, % at 3 µM | hit rate 1.3% among 370,000 | AID 651821;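 active = inhibition above the plate cutoff, the mean of all test compounds on that plate plus 3 SD, cut at about 35% in these data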;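 also: 0% = DMSO alone and 100% = 100 µM mitoxantrone as full dye displacement; higher means more dye released from RNA so lower well fluorescence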
PRMT1 FP inh: inhibitors of human PRMT1. recombinant PRMT1, activity-based probe fluorescence polarization. Q99873. AID 652257. inhibition, % at 2.79 µM. hit rate 1.3% among 370,000;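 active = inhibition above about 21% made by adding two undisclosed values, limit read from the data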
LEDGF integ inh: blocks HIV-1 LEDGF/p75-dependent DNA integration; hit rate 0.64% among 370,000; AID 743269; TR-FRET IN-LEDGF/p75 DNA integration, Eu/Cy5; inhibition, % at 3.7 µM;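 active = inhibition above the screen-wide mean plus 3 SD, cut at about 13% in these data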;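 also: signal is the Cy5 over europium emission ratio at 671 and 618 nm; 0% = plate median of compound wells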
An asterisk follows results filed as active; x = no result given. Only part of the results is shown; the hit share may differ from the screen's.

SMILES	UHRF1 MBD2 ctr	ABHD4 inh	MBD2 inh	TCR CD3 inh	NR1D1 modulator	HTRA1 inhibitor	PG9 binder	rCAG RNA binder	PRMT1 FP inh	LEDGF integ inh
CCOC(=O)c1ccc(NS(=O)(=O)c2c(C)n(C)c(=O)n(C)c2=O)cc1	2	0	7	-9	5	1	-0.2	1	2	4
CC1CN(CC(=O)Nc2ccc([N+](=O)[O-])cc2Br)CC(C)O1 (stereo unspecified)	-3	-4	-8	0	1	3	0.2	-5	0	-4
CC(=O)c1sc2nc(-c3ccccc3)cc(C)c2c1N	-1	-6	1	3	-1	5	-3.8	1	2	8
CCOc1ccccc1NC(=O)[C@@H](NC(=O)c1cccc(S(=O)(=O)N2CCOCC2)c1)C(C)C	2	-3	-2	4	1	11	0.9	-5	-2	3
CC(/C=C/c1ccccc1)=N\NC(=O)CCc1ccccc1	1	0	-3	-2	0	3	-1.0	-4	3	-6
Cc1cc(C)c(NC(=O)CNC(=O)c2cc(C3CC3)nn2-c2ccccc2)c(C)c1	0	0	4	-2	-8	-1	0.1	1	0	1
CCCCCC(O)CCCC(=O)O (stereo unspecified)	2	2	-4	10	9	3	-0.8	3	-4	-1
O=C(CC1SCCNC1=O)Nc1ccc(F)c(Cl)c1 (stereo unspecified)	1	1	-1	3	-1	7	0.6	-1	3	-2
CCN(CCNC(=O)c1cccc(N2CCCC2=O)c1)c1ccccc1	-2	5	-3	2	-2	4	-2.5	1	-1	-5
CSc1nc(C)cc(-n2cc(F)c(=O)[nH]c2=O)n1	0	2	1	6	-1	1	0.3	4	-4	-3
COc1ccc(C(=O)Nc2nc(-c3ccccn3)cs2)cc1S(=O)(=O)N1CCOCC1	-2	-6	3	-4	3	-8	-0.7	11	9	0
COc1ccc(CNc2nc3ccc(C)cc3s2)c(OC)c1OC	-4	1	1	9	4	-2	0.1	-6	0	4
CC(Sc1nc(N2CCOCC2)c2c(c1C#N)CC(C)(C)OC2)C(=O)Nc1ccccc1 (stereo unspecified)	0	1	-2	8	8	-11	-7.0	1	-3	2
NC(=O)c1nsc(C(=O)N(c2ccccc2)C(C(=O)NCC2CCCO2)c2ccc3ncccc3c2)c1N (stereo unspecified)	1	-13	-7	-7	-1	0	0.6	3	-4	2
O=c1[nH]nc(Sc2ccccc2)c(=S)[nH]1	2	2	1	-8	-2	-3	-0.1	2	0	-5
O=C(Nc1ccc(-n2cnnn2)cc1)C1CCC1	1	-8	-6	2	-5	8	-1.7	2	-3	5
COCCCNC(NC(=O)c1ccc(OC)cc1)C(Cl)(Cl)Cl (stereo unspecified)	-3	0	-3	6	-3	2	0.1	0	-2	-2
CC(=O)Nc1nc2c(C)c(Cl)ccc2s1	-2	2	2	-1	10	-4	1.8	-2	-1	1
CNS(=O)(=O)c1cccc(C(=O)OCC(=O)NCCCc2ccccc2)c1	1	2	3	0	-2	0	0.0	-5	2	-3
Cc1cccn2c(=O)c3cc(C(=O)NC4CCCC4)c(=N)n(C4CCCCC4)c3nc12	0	1	1	2	-3	-6	-4.6	-1	-3	-1
COc1ccc(Br)c(C(=O)OCC(=O)N2CCC(Cc3ccccc3)CC2)c1	1	-14	-5	4	4	-30	0.1	-8	-1	0
CN(C)C(CNc1ccc(C(F)(F)F)cc1[N+](=O)[O-])c1ccccc1 (stereo unspecified)	0	11	0	4	1	-6	-0.8	-6	-2	1
CC(C)(C)OC(=O)N1CCCC(C(=O)Nc2cccc(C(=O)NC3CC3)c2)C1 (stereo unspecified)	1	4	4	8	-6	9	-0.3	-1	4	-2
Cc1ccc(NC(=O)C(=O)NCc2ccccn2)cc1	6	-8	0	-1	1	5	-0.3	-2	2	-2
CCC1CCCCN1C(=O)COC(=O)c1cc(=O)[nH]c2ccccc12 (stereo unspecified)	-1	-2	3	0	-3	2	1.4	-1	2	-2
Cc1nc(NCCc2ccccc2)sc1C(=O)O	2	8	0	3	-3	-7	-1.2	-2	0	-1
COc1ccccc1NC(=O)CN1CCCCCC1	-2	-8	-1	-2	-4	-4	-3.4	-1	-1	2
CCc1ccccc1NC(=O)Nc1cccn(Cc2ccc(F)cc2)c1=O	-2	-1	-3	2	14	-9	2.1	-3	4	-5
O=C(Nc1cccc2ccccc12)c1csc([C@@H]2C[C@H](O)[C@@H](CO)O2)n1	0	1	1	-9	0	x	-0.6	0	4	-4
Cc1ccc2nc3c(c(Nc4ccc5c(c4)OCCO5)c2c1)CCC3	0	0	-1	0	8	-27	-2.5	10	1	1
CCC1CCCCN1CCCNC(=O)C1CC(=O)N(CCc2ccccc2)C1 (stereo unspecified)	1	-6	-2	-11	-10	6	-1.2	0	-1	3
Cc1ccc2nc(SCC3CCCCO3)[nH]c2c1 (stereo unspecified)	0	7	1	-6	-4	-1	0.0	-3	1	-3
O=C(NC1CCCC1)C(c1ccccc1)n1c(Cc2cc(F)cc(F)c2)nc2ccccc21 (stereo unspecified)	1	-6	5	6	-6	x	-2.2	3	-5	0
CCN(C(=O)CSc1nnc(-c2c[nH]c3ccccc23)o1)C1CCS(=O)(=O)C1 (stereo unspecified)	0	-9	1	-1	2	-3	-2.4	2	-11	6
CCc1ccc(NC(=O)CCC(=O)c2ccc(C)cc2)cc1	4	-1	-2	-1	4	-3	1.0	-5	-3	6
CC1(C)N([O-])C2=C(CCCC2)[N+]1=O	8	12	-1	3	-12	2	-1.0	0	3	-1
COCCN1C(=O)C(=O)/C(=C(/O)c2ccc(S(=O)(=O)N3CCOCC3)cc2)C1c1cccc(OC)c1 (stereo unspecified)	-5	6	-3	1	0	6	-2.7	3	-2	3
COc1cc(-c2nc3ccccc3s2)ccc1O	-2	4	-1	4	-8	-5	0.6	8	2	2
CNC(=O)[C@H](C)[C@@H]1C[C@@]1(C)[C@@H](NC(=O)OCc1ccccc1)c1ccccc1	0	3	-6	0	5	3	0.0	-8	0	4
O=C(N[C@@H](Cc1cccnc1)C(=O)N1CCC[C@H]1C(=O)NC1CCCC1)c1cccs1	3	-11	-1	0	-2	x	0.0	2	6	-3
Cc1cccc(Nc2ncccc2C(=O)O)c1C	-1	3	1	2	-5	3	0.1	3	0	-4
CC12CN(NC(=O)c3ccccc3F)C3(C#N)CC1CCC23C (stereo unspecified)	2	-2	0	-9	0	0	2.5	-4	3	4
CCOc1ccc(C(=O)NC(=S)NCc2cccnc2)cc1	0	0	0	5	6	4	0.0	-1	0	0
CCc1noc(C)c1C(=O)NNC(=O)c1ccccc1	-1	-2	4	2	-1	10	-0.4	0	-4	4
O=C(CN1C(=O)CCC1=O)Nc1nc(-c2ccc3ccccc3c2)cs1	-3	-24	1	5	3	-20	0.8	11	-1	-4
COc1ccccc1CNC(=O)c1ccc(CS(=O)(=O)c2ccccc2OC)o1	1	2	-1	8	2	7	-2.4	4	1	-2
CCCC1Cc2[nH]c(=O)c(C#N)cc2CO1 (stereo unspecified)	0	-4	-3	-3	-2	7	1.7	-1	-7	3
Cc1ccc(OCc2ccc(C(=O)N3CCCC3)o2)cc1C	0	0	4	3	2	-1	-1.8	-8	2	-3

Part of the list above, reduced to UHRF1 MBD2 ctr, TCR CD3 inh and HTRA1 inhibitor.
mol	UHRF1 MBD2 ctr	TCR CD3 inh	HTRA1 inhibitor
CC12CN(NC(=O)c3ccccc3F)C3(C#N)CC1CCC23C (stereo unspecified)	2	-9	0
CCOc1ccc(C(=O)NC(=S)NCc2cccnc2)cc1	0	5	4

Other entries.
SMILES	UHRF1 MBD2 ctr	ABHD4 inh	MBD2 inh	TCR CD3 inh	NR1D1 modulator	HTRA1 inhibitor	PG9 binder	rCAG RNA binder	PRMT1 FP inh	LEDGF integ inh
Cc1onc(-c2ccccc2Cl)c1C(=O)Nc1nc2c(s1)CCCC2	3	10	0	-1	-3	-20	-0.6	2	0	1
Cc1nn(C)cc1CN(C)Cc1c(C(=O)N(C)Cc2ccccc2)nc2ccccn12	1	3	3	-1	2	-4	0.6	-9	4	0
N/C(=N\OC(=O)c1ccc(Cl)cc1Cl)c1ccccc1	-1	1	0	3	1	1	-0.4	2	1	2
COc1ccccc1N1CCN(/N=C/C=C\c2ccco2)CC1	-2	6	0	1	-5	2	0.3	-4	3	0
COC(=O)c1cc(=O)c2ccc(OC)cc2o1	-3	4	-5	7	-1	2	-1.0	-1	-3	1
COc1ccc(N/N=C(\C#N)C(N)=O)cc1	-2	13	7	-5	0	3	-4.4	4	3	-1
COc1ccc(N2CCN(C(=O)C(Cc3ccccc3)n3cccc3)CC2)cc1 (stereo unspecified)	9	-9	-4	1	-6	-3	-1.1	4	2	1
COc1cc(C)nc(SCC(N)=O)n1	1	2	-2	5	4	0	0.9	0	-1	-3
Cc1ccc(S(=O)(=O)N2CCCC(C(=O)NCc3cccnc3)C2)cc1Cl (stereo unspecified)	-2	2	-1	6	-1	-5	0.3	-6	-1	-2
COc1ccc(NC(=O)CC(NCCc2ccccc2)C(=O)O)c(OC)c1 (stereo unspecified)	-2	6	-5	4	-1	-2	-2.3	0	4	1
O=C1CCCN2N=C(SCC(=O)Nc3nccs3)SC2=N1	0	3	3	5	0	-3	0.2	1	4	3
CC1=C(C(=O)OCc2ccccc2)C(c2ccc(C#N)cc2)NC(=O)N1CCCC(=O)O (stereo unspecified)	2	6	-2	4	1	5	0.2	3	1	-2

In the list so far, these contain a thiophene ring, fused or not:
SMILES	UHRF1 MBD2 ctr	ABHD4 inh	MBD2 inh	TCR CD3 inh	NR1D1 modulator	HTRA1 inhibitor	PG9 binder	rCAG RNA binder	PRMT1 FP inh	LEDGF integ inh
CC(=O)c1sc2nc(-c3ccccc3)cc(C)c2c1N	-1	-6	1	3	-1	5	-3.8	1	2	8
O=C(N[C@@H](Cc1cccnc1)C(=O)N1CCC[C@H]1C(=O)NC1CCCC1)c1cccs1	3	-11	-1	0	-2	x	0.0	2	6	-3

(more compounds)
SMILES	UHRF1 MBD2 ctr	ABHD4 inh	MBD2 inh	TCR CD3 inh	NR1D1 modulator	HTRA1 inhibitor	PG9 binder	rCAG RNA binder	PRMT1 FP inh	LEDGF integ inh
O=C(Nc1c(F)cccc1F)c1ccc2c(c1)CCN2S(=O)(=O)c1ccccc1	-1	-32	5	1	-1	-15	1.9	9	-1	1
Cc1cc(NC(=O)c2ccc(Cl)cc2Cl)no1	5	-7	0	1	0	-6	-1.0	6	0	-1
CCN(C(=O)COC(=O)CCOc1ccccc1C)c1c(N)n(Cc2ccccc2)c(=O)[nH]c1=O	0	12	-1	-11	1	-2	0.3	-5	7	-4
CN(CC(=O)Nc1ccc(Cl)cc1)C(=O)c1ccc(N2CCCC2=O)cc1	-2	0	0	9	0	8	-1.9	-1	-2	0
O=C(O)CSc1nc2ccc(C(=O)c3ccccc3)cc2[nH]1	3	0	9	1	1	4	0.5	0	3	-2
O=c1[nH]c(COc2ccc(Cl)cc2Br)nc2ccccc12	1	-1	5	4	5	-35	-2.1	8	2	-3
C/C(=N/OCC(=O)NCCCCCCNC(=O)CO/N=C(/C)c1cccs1)c1cccs1	-2	8	0	3	-3	-4	0.6	1	0	-1
Nc1nc(N)c(N=O)c(Nc2cccc(Cl)c2)n1	-10	10	-5	-5	4	x	-7.7	1	6	-3
O=C(CN1CCN(S(=O)(=O)N2CCCCC2)CC1)Nc1ccc(Cl)c(Cl)c1	0	-4	-5	6	3	-14	-0.4	-5	4	-1
CCS(=O)(=O)c1ccc(NC(=O)c2ccccc2Cl)c(O)c1	0	1	-1	11	-3	-3	2.5	3	-1	-2
COc1cc(/C=N/Nc2ccc(S(N)(=O)=O)cc2)cc(OC)c1OC	-1	0	-6	5	0	6	-6.4	2	-10	-9
